M1 ag parental = M1 agonist counterscreen hit in parental CHO-K1 cells; Fluo-8 calcium fluorescence; scaled to maximal ATP response, vehicle zero; activation, % at 3 µM; actives 0.48% (n = 360,000); AID 602248; in the data active = activation above about 15%;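 note: untransfected CHO-K1 host cells lacking M1 receptor as counterscreen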
M1 antag = human CHRM1 antagonism | inhibition, % at 3 µM | actives 1.3% (n = 360,000) | CHO-K1 hM1, Fluo-8 calcium fluorescence, ACh EC80 antagonist | P11229;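 active = percent inhibition above its own plate's cutoff, namely the mean of that plate's compound wells plus 3 SD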;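 note: peak over basal fluorescence ratio during 140 s after agonist addition; 0% = ACh EC80 plus DMSO and 100% = DMSO alone without agonist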
Target sequence (P11229 whole entry, looked up): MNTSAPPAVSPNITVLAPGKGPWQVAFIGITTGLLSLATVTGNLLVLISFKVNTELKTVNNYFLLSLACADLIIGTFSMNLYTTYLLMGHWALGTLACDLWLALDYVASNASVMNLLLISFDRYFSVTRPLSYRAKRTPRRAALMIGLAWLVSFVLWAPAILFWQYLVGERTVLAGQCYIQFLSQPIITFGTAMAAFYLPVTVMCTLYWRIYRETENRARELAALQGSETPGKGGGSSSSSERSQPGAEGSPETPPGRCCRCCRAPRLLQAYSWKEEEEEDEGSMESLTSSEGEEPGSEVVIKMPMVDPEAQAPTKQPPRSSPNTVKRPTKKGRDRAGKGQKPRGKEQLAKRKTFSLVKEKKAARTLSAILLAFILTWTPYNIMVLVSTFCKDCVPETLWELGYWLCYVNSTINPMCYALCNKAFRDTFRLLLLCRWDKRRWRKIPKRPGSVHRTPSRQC
OXTR potentiate = potentiates the human oxytocin receptor response. CHO-OTR cells, Fluo-8 calcium fluorescence, potentiator mode; 0% = oxytocin EC15, 100% = EC100. activation, % at 3 µM. actives 0.061% (n = 320,000);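 active = activation above that plate's cutoff, the mean activation of tested compounds plus 3 SD, cut at about 6.6% in these data, passing the limit was not always enough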;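 note: 100% uses oxytocin at 75 nM as the full agonist control; some results filed as inactive read as strong as hits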
Target sequence (P30559 whole entry, looked up): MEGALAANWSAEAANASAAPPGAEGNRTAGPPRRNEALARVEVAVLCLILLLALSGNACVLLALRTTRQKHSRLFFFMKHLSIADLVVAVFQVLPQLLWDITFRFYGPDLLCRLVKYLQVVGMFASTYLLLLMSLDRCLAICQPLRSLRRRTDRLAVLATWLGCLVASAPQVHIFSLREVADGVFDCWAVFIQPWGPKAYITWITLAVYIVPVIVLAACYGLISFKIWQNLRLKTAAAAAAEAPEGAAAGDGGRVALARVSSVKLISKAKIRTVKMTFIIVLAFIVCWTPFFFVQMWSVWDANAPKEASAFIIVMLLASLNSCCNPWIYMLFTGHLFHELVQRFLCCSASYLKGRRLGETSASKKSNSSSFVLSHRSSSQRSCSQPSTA
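Assay system: CHO-OTR cells, human receptor / Also added: oxytocin at about EC15, sub-maximal agonist stimulus / Dosing: single dose, 3.0 µM nominal final compound concentration / Incubation: 6 min pre-incubation, 100 s read / Technique: Fluo-8 calcium dye fluorescence / Read-out: % activation vs EC15 and EC100 oxytocin / Benchmarks: EC15 oxytocin low, 75 nM oxytocin high / Replicates: singlicate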
CHO-K1 Ca antag = nonselective inhibitor or artifact in parental CHO-K1 cells | ATP-induced calcium, Fluo-8 fluorescence | inhibition, % at 3 µM | actives 0.6% (n = 360,000) | AID 602250;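 active = inhibition above a per-plate cutoff, the plate's mean sample inhibition plus 3 SD, cut at about 24% in these data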;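 note: 0% = DMSO plus EC80 ATP and 100% = DMSO alone without ATP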
CHRM4 agonist = agonists of human muscarinic M4 receptor (CHRM4); P08173; CHO-K1 hM4/Gqi5, Fluo-8 calcium fluorescence; vehicle 0%, full acetylcholine response 100%; activation, % at 3 µM; actives 0.14% (n = 360,000); AID 624127;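 active = activation above the run mean over all test wells plus 3 SD, cut at about 32% in these data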;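 note: peak over basal fluorescence ratio per well then scaled between controls; 0% = DMSO wells and 100% = acetylcholine at EC100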
CHRM1 agonist = activates human CHRM1 receptor; P11229; CHO-K1 hM1, Fluo-8 calcium fluorescence, agonist mode; 0% DMSO, 100% acetylcholine EC100; activation, % at 3 µM; actives 0.33% (n = 360,000); AID 588814;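 active = activation above the run's mean compound activation plus 3 SD, cut at about 16% in these data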;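 note: peak over basal fluorescence ratio within a 140 s kinetic read after compound addition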
M1 PAM = potentiates human M1 receptor response to acetylcholine | P11229 | actives 0.088% (n = 360,000) | activation, % at 3 µM | CHO-K1 hM1, Fluo-8 calcium fluorescence, ACh EC20; 0% = ACh EC20, 100% = maximal ACh; in the data active = activation above about 19%, passing the limit was not always enough
CHO parental Ca = counter-screen for OX1R antagonists: effect in parental CHO cells; parental CHO-K1, ATP-induced calcium, Fluo-8 fluorescence; inhibition, % at 5.6 µM; actives 0.63% (n = 330,000);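 active = inhibition above that plate's mean sample inhibition plus 3 SD, cut at about 26% in these data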;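 note: 0% = ATP-challenged DMSO wells and 100% = DMSO wells without ATP; some compounds past the cut are filed as inactive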
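Assay system – parental CHO cells · Reagent – ATP stimulus · Detection – intracellular calcium via Fluo-8 no-wash fluorescent dye · Evaluation – percent inhibition of ATP-evoked calcium rise, normalized to controls · Controls – ATP wells versus no-ATP DMSO wells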
M4 antag = CHRM4 antagonism in calcium assay; CHO-hM4 cells, ACh EC80, Fluo-8 calcium fluorescence; inhibition, % at 3 µM; actives 0.73% (n = 360,000); AID 624125;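 active = inhibition above its plate's cutoff, the mean inhibition of sample wells plus 3 SD, cut at about 27% in these data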;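 note: 0% = acetylcholine EC80 with DMSO and 100% = DMSO without agonist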
* hit, by the source's call; . = not tested or not shown; & = joins results of further samples. Rows are unselected; any-hit rate near 2.9%.

compound	M1 ag parental	M1 antag	OXTR potentiate	CHO-K1 Ca antag	CHRM4 agonist	CHRM1 agonist	M1 PAM	CHO parental Ca	M4 antag
COc1ccc(CC(=O)NC(=S)Nc2cccc(C)c2)cc1	13	4	-20	-12	29	26*	1	1	5
CCNc1nc(N)c(C(=C(C#N)C#N)c2ccccc2)s1	3.1	-19	-8	-9	7	-4	-6	0	-3
COc1ccc2c(=O)cc(C(F)(F)C(F)(F)F)oc2c1	1.8	6	-1	-9	-1	-4	6	-1	-6
COc1ccc(C2NC3=C(CCC3)C3(C#N)C(OC)(OC)N=C(N)C23C#N)cc1 (stereo unspecified)	0.4	-14	-4	-5	0	-2	1	6	-6
Cc1ccccc1NS(=O)(=O)c1ccc(NC(=O)N2CCCCC2)cc1	2.2	-6	-3	8	5	0	4	-10	7
N#CCCN/N=C(/Cc1nc2ccccc2[nH]1)c1cccc(Cl)c1	1.0	-4	-21	-15	1	-4	2	-4	-2
COc1ccc(C(=O)O)cc1S(=O)(=O)Nc1ccc(Oc2ccccc2)cc1	-0.1	7	-2	-3	0	-3	1	19	6
Cc1cc2n(n1)C(c1ccccc1)Nc1ccccc1-2 (stereo unspecified)	0.2	-13	-3	-7	1	-7	5	-12	-2
CCc1ccc(-n2c(=S)sc3c(=O)n(-c4ccccc4)c(SCC(=O)O)nc32)cc1	0.1	-11	-10	-7	0	-4	6	-8	5
COc1ccc2c(c1OC)C(=O)N1C2SC[C@H]1C(=O)NC1CC(C)(C)NC(C)(C)C1 (stereo partly specified)	2.8	-19	.	1	1	-2	1	.	2
CCc1ccccc1N(C)S(=O)(=O)c1ccc2[nH]cc(C(=O)O)c(=O)c2c1	-0.4	-5	-5	-9	0	-3	8	13	-22
Cc1ccccc1NC(=O)C(=O)NCCc1c[nH]c2ccccc12	3.2	-3	-5	3	11	5	2	-5	-15
O=C(NC(C(=O)NCCN1CCOCC1)C12CC3CC(CC(C3)C1)C2)C1CCCCC1 (stereo unspecified)	-0.2	2	-6	9	0	-4	-10	-22	6
O=C(CCC(=O)NCc1ccccc1)NCc1ccccc1	0.2	-10	-15	-16	0	-1	4	-7	2
CCOc1cc(C(=O)Nc2ncn[nH]2)cc(OCC)c1OCC	0.3	2	-10	-14	0	-5	3	-4	-3
CCOC(=O)CC(S(=O)(=O)c1ccccc1)S(=O)(=O)c1ccccc1	0.4	-13	.	10	2	4	16	.	22
C=CCCCCCCCCC(=O)NNC1CC(=O)N(c2ccccc2)C1=O (stereo unspecified)	1.2	-8	-7	-2	1	-1	4	-37	1
O=C(OCc1ccc(Br)cc1F)c1cc2ccccc2oc1=O	-0.2	-17	-5	-10	2	-4	17	-9	-2
COc1cc(N2CCCC2)ccc1[N+](=O)[O-]	0.5	-1	-7	-5	1	-5	0	-10	-2
Cc1ccsc1/C=C1/SC(=O)N(CC(=O)N2CCOCC2)C1=O	0.3	-18	-8	1	1	-2	12	-16	5
Cc1coc2c1c(C)cc1oc(=O)c(CC(=O)NCCCCCC(=O)O)c(C)c12	0.1	-6	-8	-3	1	-2	4	13	-4
Cc1cc(C)c(C#N)c(N2CCOCC2)n1	-0.3	-8	-8	2	1	-2	0	6	10
CCN(CCn1cccn1)Cc1c(C(=O)N2C[C@@H](C)O[C@@H](C)C2)nc2ccc(Cl)cn12	0.0	5	-4	8	0	-8	-3	-19	15
Cc1ccc(CN2CCCN(Cc3ccc(F)cc3Cl)S2(=O)=O)cc1	-0.9	10	-19	6	-1	-4	-3	47*	-2
CC1=C(C(=O)NCc2ccc3c(c2)OCO3)C2(CCC(C)CC2)OC1=O (stereo unspecified)	1.5	-2	-4	-5	4	-3	-1	-8	60*
COc1cc2nc(NC(=O)c3ccc(Cl)cc3)[nH]c(=O)c2cc1OC	0.5	-24	-15	-6	0	-1	5	-12	5
CCc1ccc(NC(=S)Nc2cc(C(=O)O)ccc2N2CC3CC(C2)c2cccc(=O)n2C3)cc1 (stereo unspecified)	0.3	4	-5	-5	1	-6	-8	-10	-4
Cc1ccc(-n2c(-c3ccc(Br)cc3)c[n+]3c2CCc2ccc4cccnc4c2-3)cc1	5.2	91*	-8	13	4	-6	-20	84*	41*
COc1ccc2c(c1)nc(NCCO)n2C	9.2	-8	-4	0	0	-7	9	8	-8
CC(=O)c1ccc(NC(=O)CSCCO)cc1	0.4	-2	3	-7	1	-3	0	-1	-4
Cc1ccc(CN2C(=O)c3ccccc3C2C(=O)NCC2CCCO2)cc1 (stereo unspecified)	0.1	-9	-8	-9	1	-1	6	-7	0
CCOC(=O)c1cc(-c2cccnc2)nn1-c1ccccn1	0.8	-16	-7	-3	1	-4	0	-11	-1
CC(=O)C1=C(O)C(=O)N(c2ccc(O)cc2)C1c1ccccc1 (stereo unspecified)	0.8	-15	-13	-7	0	-3	5	-9	-1
CN(C)CCN1CCN(C(c2ccnc3ccccc23)c2nnnn2-c2ccc3c(c2)OCCO3)CC1 (stereo unspecified)	0.8	.	.	-15	0	.	.	.	-11
CCOC(=O)C1CCN(C(=O)COC(=O)CCOc2ccc(C)cc2)CC1	0.7	-10	-12	0	2	2	7	-15	-11
COc1ccc(CSc2nc(O)cc(=O)n2CC(C)C)cc1F	-0.3	-9	5	-18	-1	-3	8	17	-14
CCOc1ccc(CN(C)C(C)C(=O)NCCc2ccc(F)cc2)cc1 (stereo unspecified)	0.9	0	-1	-16	1	-12	1	-13	10
COc1ccc(OC)c(S(=O)(=O)NCC(c2ccc3c(c2)OCO3)N2CCOCC2)c1 (stereo unspecified)	0.1	-2	-3	11	0	-1	4	-12	-6
Cc1ccc(F)c(CNC(=O)C2(C)CCCN2C(=O)C(C)C)c1F (stereo unspecified)	-0.1	10	.	11	1	0	-3	.	-5
Cc1nc(-c2coc3cc(O)c(C)cc3c2=O)cs1	0.7	-11	-11	0	3	0	5	-5	0
C=CCOc1ccc(C(=O)c2ccccc2)c(OCC(=O)NC2(C#N)CCCC2)c1	0.0	-1	-10	-3	6	2	9	-7	-24
CCOc1cccc(-c2nnc(SCC(=O)NC3CC3)n2C)c1	0.5	-5	-1	4	2	-4	6	4	-4
N#Cc1cc2c(nc1SCc1ccc(Cl)nc1)CCCCC2	0.7	11	-17	-13	-1	-4	-10	-25	-2
O=C(Nc1nnc(COc2ccc(Br)cc2)s1)c1ccco1	0.5	-19	-10	-10	1	0	13	12	9
C/C(=N\NC(=O)C1CC1)c1ccc2c(c1)OCCO2	0.4	-9	-6	-13	0	-3	8	-9	3
C=C(C)C(=O)Nc1nnc(-c2ccccc2C)s1	-0.3	1	.	-4	1	-2	1	.	-5
CCOC(=O)c1csc(NC(=O)CSc2nnnn2-c2cccc(OC)c2)n1	0.0	-11	-11	-3	1	2	2	0	-6
Cc1ccnc(N2CCN(C(=O)CSc3nc4ccccc4nc3N3CCC(C)CC3)CC2)c1	0.9	2	-18	-19	1	-5	-2	-43	-8
CCOC(=O)C(C)Sc1nnc(Cc2cc(=O)[nH]c(=O)[nH]2)n1-c1cccc(OC)c1 (stereo unspecified)	0.2	-3	0	0	1	-3	6	-1	-4
O=C(CCCn1c(=S)[nH]c2cc3c(cc2c1=O)OCO3)N1CCN(c2ccc(Cl)cc2)CC1	0.6	-2	-5	10	-1	-4	5	-27	3
Cc1ccc(S(=O)(=O)Nc2cccc(C(=O)NCc3ccccn3)c2)cc1F	1.8	-12	1	-3	4	-2	12	-18	0
CC1=NNC(=O)C1CC(=O)N/N=C/c1sccc1C (stereo unspecified)	0.7	-12	-1	-1	1	-5	8	0	-3
CC(=O)N1CCN(S(=O)(=O)c2ccc3c(c2)CC(=O)N3)CC1	0.1	-5	6	-19	0	-4	7	-1	-2
c1ccc(Oc2nnc(-c3cccs3)c3ccccc23)cc1	0.2	-12	0	-2	0	-8	3	20	-4
CCC(c1nnnn1CCOC)N1CCN(c2cccc(C(F)(F)F)c2)CC1 (stereo unspecified)	0.0	-30	-6	1	1	-1	5	0	8
Cc1ccccc1N=C1c2ccccc2C(=O)C1[N+](=O)[O-] (stereo unspecified)	0.3	2	-6	-13	1	-2	1	-8	5
COCCCN1CC(=O)N2Cc3[nH]c4ccccc4c3C[C@H]2C1=O	0.3	-12	-14	7	1	0	11	-10	-15
CN1CC(=O)N=C1N	0.5&0.6	-20&-26	-3&-1	7&-3	1&1	-3&-2	1&5	1&-7	-2&-1
CCn1c(SCCOc2ccc(OC)cc2)nnc1C(CO)NC(=O)c1ccc(OC)cc1 (stereo unspecified)	0.1	0	-9	3	1	-3	-3	-23	-1
Cc1ccc(C)c(NS(=O)(=O)c2c(C)ccc3nsnc23)c1	-0.2	-4	0	-4	-1	-5	-6	-14	-11

Some of the entries above in another layout:
CCn1c(SCCOc2ccc(OC)cc2)nnc1C(CO)NC(=O)c1ccc(OC)cc1 (stereo unspecified)
- M1 ag parental: 0.1
- M1 antag: 0
- OXTR potentiate: -9
- CHO-K1 Ca antag: 3
- CHRM4 agonist: 1
- CHRM1 agonist: -3
- M1 PAM: -3
- CHO parental Ca: -23
- M4 antag: -1
Cc1ccc(C)c(NS(=O)(=O)c2c(C)ccc3nsnc23)c1
- M1 ag parental: -0.2
- M1 antag: -4
- OXTR potentiate: 0
- CHO-K1 Ca antag: -4
- CHRM4 agonist: -1
- CHRM1 agonist: -5
- M1 PAM: -6
- CHO parental Ca: -14
- M4 antag: -11
